High-throughput results deposited in PubChem BioAssay by several laboratories.
HSP90 refold inh = HSP90 refolding inhibition in rabbit reticulocyte lysate; inhibition, % at 5.6 µM; luciferase refolding luminescence, 3 h; 290,000 compounds, 0.91% hits;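 active = inhibition above the screen-wide mean plus 3 SD, computed separately per campaign, cut at about 16% in these data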;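 note: 0% = DMSO wells and 100% = 60 µM geldanamycin wells; inhibitors lower the luminescence because luciferase stays unfolded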
HSF1 activator = increases HSF-1 driven luciferase reporter signal. NIH3T3-HGL HSF-1 luciferase reporter, MG132, 8 h; 100% = twice DMSO control signal. activation, % at 9 µM. 300,000 compounds, 1.7% hits;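 active = mean replicate activation of at least 50% with a set share of replicates each reaching 50%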;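 note: 0% = median of the neutral control wells and 100% = twice that signal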
GSK3A inh = human GSK-3 alpha kinase inhibition | AID 2650 | ADP-Glo luminescence, 60 min | inhibition, % at 10 µM | P49840 | 320,000 compounds, 0.1% hits;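 in the data active = inhibition above about 50%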;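 note: GST-tagged GSK-3 alpha with peptide substrate and 25 µM ATP; 0% = DMSO neutral wells and 100% = GW8510 positive control wells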
Target sequence (P49840 whole entry, looked up): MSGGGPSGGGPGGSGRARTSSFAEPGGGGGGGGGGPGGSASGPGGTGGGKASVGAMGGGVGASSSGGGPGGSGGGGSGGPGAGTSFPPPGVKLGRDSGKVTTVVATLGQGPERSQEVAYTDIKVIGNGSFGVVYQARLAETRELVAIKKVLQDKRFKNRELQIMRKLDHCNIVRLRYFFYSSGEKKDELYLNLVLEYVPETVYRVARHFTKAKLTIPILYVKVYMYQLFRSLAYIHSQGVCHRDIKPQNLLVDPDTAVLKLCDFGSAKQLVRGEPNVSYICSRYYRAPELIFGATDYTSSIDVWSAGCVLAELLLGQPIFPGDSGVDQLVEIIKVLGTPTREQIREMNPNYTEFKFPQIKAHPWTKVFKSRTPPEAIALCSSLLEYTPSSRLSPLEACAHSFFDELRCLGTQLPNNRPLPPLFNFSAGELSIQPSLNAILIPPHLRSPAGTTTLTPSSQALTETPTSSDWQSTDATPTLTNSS
AI-2 QS mod = modulates the Vibrio harveyi AI-2 quorum sensing system. activity change, % at 7.5 µM. Vibrio harveyi JMH597 AI-2 luminescence/OD600 ratio, 9 h; hits give low values; strain lacks LuxN and CqsS sensors; 0 = neutral-control median. AID 2094. 300,000 compounds, 0.4% hits; in the data active = activity change below about -75%, passing the limit was not always enough;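 note: luminescence divided by OD600 gain over 9 h not by final OD600 alone; inactives centre near 13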
aSyn 5UTR inh = MLPCN primary screen, SNCA 5' untranslated region | alpha-synuclein 5'UTR reporter, inhibitor activity | inhibition, % (tested at 7.5 µM) | 300,000 compounds, 0.82% hits | AID 1813; in the data active = inhibition above about 60%;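 note: H4 neuroglioblastoma cells stably carrying SNCA 5'UTR luciferase fusion; 0% = DMSO wells and 100% = positive control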
HIF act = HIF pathway transcriptional activation; 300,000 compounds, 0.32% hits; activation, % at 7.5 µM (by protocol); U2OS HRE-luciferase reporter, luminescence; normalized: DMSO 0%, desferrioxamine 100%;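 active = mean activation of at least 10% of the iron chelator positive control signal, with at least half of replicates also reaching 10%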
KLF5 inh = kruppel-like factor 5 inhibition; DLD-1 KLF5 promoter-luciferase reporter, luminescence; inhibition, % at 5 µM; 290,000 compounds, 0.23% hits; AID 1700;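 active = inhibition above a per-plate limit of that plate's mean compound inhibition plus 3 SD, cut at about 60% in these data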;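 note: 0% = DMSO wells and 100% = LY294002 at 200 µM; higher means less KLF5 promoter-driven luciferase light; inactives centre near -14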
HSF1 inhib = HSF1 inhibition. 300,000 compounds, 0.77% hits. AID 2098. NIH3T3-HGL HSE-luciferase, MG132-induced, luminescence 8 h; hits give low values. activity change, negative = inhibition, % at 7.5 µM (by protocol);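 active = more than half of replicate wells show activity change below -50%, luminescence cut by over half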;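 note: luciferase reports HSF-1 transcriptional activity via heat shock element; 0% = median of DMSO wells and -100% = zero luminescence signal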
GSK3beta inhib = human GSK3beta kinase inhibition | P49841 | GST-GSK3beta kinase, ADP-Glo luminescence, 60 min; hits give low values | activity score (negative = inhibition), % at 10 µM | 300,000 compounds, 0.038% hits | AID 2097;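 active = more than half of replicate wells score below -50%, meaning over 50% inhibition versus plate controls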;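 note: 0% = median DMSO wells and -100% = median GW8510 positive control wells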
Target sequence (P49841 whole entry, looked up): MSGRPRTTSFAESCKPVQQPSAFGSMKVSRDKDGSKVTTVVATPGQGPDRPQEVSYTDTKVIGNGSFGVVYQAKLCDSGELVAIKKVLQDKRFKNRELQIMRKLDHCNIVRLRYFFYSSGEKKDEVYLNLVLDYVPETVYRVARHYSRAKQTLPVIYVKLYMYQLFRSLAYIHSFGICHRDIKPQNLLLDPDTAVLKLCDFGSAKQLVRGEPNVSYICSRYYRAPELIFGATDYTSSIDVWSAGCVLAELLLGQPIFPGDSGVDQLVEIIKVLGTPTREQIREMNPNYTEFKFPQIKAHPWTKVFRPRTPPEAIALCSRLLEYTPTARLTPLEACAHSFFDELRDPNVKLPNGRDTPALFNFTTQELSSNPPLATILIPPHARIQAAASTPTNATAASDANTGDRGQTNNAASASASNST
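test system = GST-tagged human GSK3beta kinase, cell-free | reagent = 25 µM ATP with peptide substrate | dosing = one dose of 10 µM per compound | schedule = 60 min reaction, RT | detection = luminescent ADP-Glo measurement of ADP formed | control set = DMSO neutral wells and GW8510 at 20 µM as positive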
IEC-6 tox = counter-screen for KLF5 inhibitors: cytotoxicity in IEC-6 cells; IEC-6 cytotoxicity, luminescence viability; inhibition, % at 5 µM; 290,000 compounds, 0.78% hits; in the data active = inhibition above about 22%;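 note: 0% = plate median of test compound wells and 100% = cytotoxic reference compound wells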
An asterisk follows results filed as active; . = no result given.

SMILES | HSP90 refold inh | HSF1 activator | GSK3A inh | AI-2 QS mod | aSyn 5UTR inh | HIF act | KLF5 inh | HSF1 inhib | GSK3beta inhib | IEC-6 tox
Cc1cc(C)cc(N(CCC#N)C(=O)COC(=O)C2CCN(c3ccc(C(F)(F)F)cn3)CC2)c1 | . | -9.7 | 0.2 | . | 5.7 | 0.4 | . | -5.7 | . | .
Cc1[nH]nc2c1C(c1ccccc1F)NC2=O (stereo unspecified) | 2.7 | -1.0 | -1.5 | -10.4 | 24.6 | 0.0 | -31.9 | -2.7 | 0.2 | -0.6
COc1ccc(OC)c(NC(=O)Nc2cc(C(=O)O)ccc2C)c1 | -2.5 | 34.5 | -2.5 | 18.3 | 17.5 | -0.3 | -11.1 | 14.9 | 0.0 | 0.6
O=C(NCC(c1ccc(F)cc1)N1CCOCC1)c1cccnc1Sc1ccc(Cl)cc1 (stereo unspecified) | . | -6.1 | -0.4 | -6.3 | 30.2 | -0.5 | . | 5.2 | -4.1 | .
Cc1c(Cl)c([N+](=O)[O-])nn1CC(=O)Nc1ccc2c(c1)OCO2 | -0.3 | -7.1 | -1.5 | -1.3 | 13.6 | 0.1 | 1.9 | -3.9 | 1.7 | 3.7
CCOc1ccc2[nH]c(=O)c(CN(CCO)C(=O)CC)cc2c1 | 2.9 | -13.5 | -1.1 | 9.3 | 8.5 | 0.0 | -32.8 | 3.8 | -22.7 | -5.1
COc1ccc(OC)c(C(=O)NC(CC(N)=O)c2ccc(N3CCCCCC3)c([N+](=O)[O-])c2)c1 (stereo unspecified) | 1.1 | -0.1 | 0.9 | 14.9 | 7.2 | -1.4 | -23.0 | -5.1 | 0.4 | 4.3
CCC(C(=O)OC)n1cnc2c(cnn2-c2ccc(Cl)cc2)c1=O (stereo unspecified) | -0.3 | -10.9 | -0.8 | 18.1 | 0.8 | 0.3 | 6.1 | -8.5 | 1.5 | -3.9
COc1cc(NC(=O)c2ccccc2Cl)c(OC)cc1NC(=O)CN1CCOCC1 | 2.3 | 4.6 | 2.8 | 20.7 | 10.2 | -1.4 | -12.8 | -3.7 | 2.2 | -0.9
O=C(CSc1nc2ccccc2c(=O)[nH]1)N1CCOCC1 | -1.4 | -2.7 | -1.4 | 2.2 | 23.7 | -0.7 | -10.4 | -5.3 | -1.2 | 0.1
CCc1nnc(NC(=O)CSc2nnc3scc(-c4ccc(C)cc4)n23)s1 | -1.5 | 30.2 | -1.7 | -8.1 | -1.1 | -0.2 | 5.0 | 2.8 | -1.5 | -5.7
CCc1nccn1S(=O)(=O)c1cc(OC)ccc1OC | -2.4 | -20.3 | 0.7 | . | 10.9 | -0.3 | -17.9 | -5.6 | . | 0.6
CS(=O)(=O)NCCSCc1c(F)cccc1Cl | 1.6 | 2.0 | 0.8 | 22.2 | -6.7 | -0.3 | -3.8 | -7.1 | 0.5 | -0.4
COc1ccccc1CCC(=O)NNC(=O)c1ccncc1 | . | -0.1 | -3.2 | 28.3 | -2.8 | 0.6 | . | 3.1 | -2.8 | .
O=[N+]([O-])c1ccc(N2CCCC2)cc1N1CCCC1 | 1.1 | 36.7 | 3.3 | 23.2 | -11.2 | -0.1 | -1.3 | 10.5 | -0.7 | 3.6
Cc1c(OCC(=O)NCc2cccnc2)ccc2c3c(c(=O)oc12)CCC3 | -3.2 | 45.8 | 0.1 | 16.8 | -71.4 | 0.2 | -15.2 | 32.2 | 0.5 | -0.8
NC(=O)c1c(/N=C/c2cccs2)sc2c1CCCC2 | -5.5 | 20.1 | 5.3 | 25.7 | -56.8 | 0.8 | -9.9 | 7.7 | -6.5 | -1.0
CN1C2CCC1CC(NC(=O)c1ccc(Cl)cc1)C2 (stereo unspecified) | 4.8 | -9.0 | -1.9 | 4.9 | 0.8 | 0.3 | 15.6 | -7.3 | 1.7 | 9.2
COc1ccccc1NC(=O)CCN1CCN(c2ccc(Cl)cc2)CC1 | 3.6 | 0.4 | -0.7 | 8.6 | 2.8 | -1.5 | -8.5 | -10.1 | -3.1 | 10.9
CCN(C(=O)c1cc(Cl)ccc1OC)c1ccccc1C | 1.9 | 12.2 | 12.2 | 9.5 | -8.7 | -0.3 | 12.6 | 2.9 | 2.1 | 0.1
CN(CC(=O)Nc1ccc(Cl)cc1)C(=O)c1ccc(-n2cncn2)c([N+](=O)[O-])c1 | . | -26.0 | -1.8 | 25.8 | 8.9 | -0.1 | . | -5.5 | -2.4 | .
COc1ccc(S(=O)(=O)N2CC(O)CC2C(=O)OCc2nc3sc(C)c(C)c3c(=O)[nH]2)cc1 (stereo unspecified) | 2.1 | 8.0 | 0.1 | 18.2 | -9.4 | 0.2 | -20.6 | 1.2 | 5.4 | -7.8
CCn1c(SCC(=O)NC(C)(C)C)nc(O)cc1=O | 1.4 | -2.1 | 0.8 | -9.5 | 6.4 | -0.2 | -10.7 | 5.4 | 0.3 | 0.8
Cn1c(=O)c(C(=O)NCc2ccc(F)cc2)c(O)c2ccccc21 | 3.7 | -6.9 | 0.7 | 27.0 | 3.5 | -0.1 | -50.6 | -0.8 | 2.1 | 5.1
Nc1cccc(Oc2ccc([N+](=O)[O-])cc2)c1 | -0.4 | -2.4 | 0.3 | 1.9 | -3.7 | 2.5 | -27.4 | -11.0 | 0.8 | 3.4
COc1cccc(NC(=O)c2cnn(-c3ccccc3)c2C)c1 | 9.4 | 39.9 | 6.8 | 26.3 | -91.2 | -1.7 | -83.6 | 16.4 | -4.3 | 4.3
COc1cc(OC)c(NC(=O)c2ccoc2C)cc1Cl | -1.0 | 8.1 | 2.0 | 18.4 | -33.5 | -0.2 | -15.9 | 0.8 | 1.7 | 2.0
Cc1ccc(NC(=O)N2CCCN(C(=O)OC(C)(C)C)CC2)cc1Cl | -6.5 | 11.5 | -0.2 | 9.2 | 20.0 | -0.2 | -62.7 | -2.0 | -1.6 | -4.2
Cc1ccc2nc(-c3ccncc3)c(NC3CCCC3)n2c1 | -10.7 | -3.9 | 0.5 | 18.9 | 31.1 | 1.9 | -49.3 | -1.4 | 1.2 | -3.7
Cc1ccc2nc(/C(C#N)=C\c3ccc(N4CCCCC4)c([N+](=O)[O-])c3)[nH]c2c1 | 4.3 | -6.0 | 1.0 | 18.7 | -44.6 | -0.2 | -61.3 | -7.2 | -3.1 | -4.8
Cc1ccc(NC(=S)NCC2CCN(C(C)c3ccccc3)C2)cc1C (stereo unspecified) | -2.9 | -0.3 | -2.0 | 10.6 | 3.0 | -0.8 | -4.8 | -1.2 | -2.1 | -3.4
CCCOc1ccc(C2NC(=S)NC(C)=C2C(=O)c2ccccc2)cc1OC (stereo unspecified) | 0.5 | 27.5 | 2.3 | -28.5 | -19.6 | -0.2 | -21.5 | 6.0 | -2.4 | 9.8
Cc1ccc(NC(=O)c2cc(S(=O)(=O)N3CCOCC3)cn2C)c(C)c1 | 1.4 | -3.9 | -1.2 | 34.5 | -1.2 | -0.3 | -21.9 | -1.6 | 1.3 | 13.7
O=C(O)Cc1ccc(NC(=O)c2ccc(NC(=O)C3CC3)cc2)cc1 | 0.5 | -1.5 | 0.7 | 22.6 | -10.6 | 0.3 | -14.4 | -8.0 | 2.8 | -5.2
COc1ccc(NC(=O)CSc2nccc(C)n2)cc1 | -2.0 | 23.5 | -7.1 | 25.6 | 2.5 | 0.3 | -39.3 | -0.4 | -4.5 | -1.0
Cc1ccc(-n2ncc3c2CC(C)(C)CC3NC(=O)CCN2CCCCC2=O)cc1 (stereo unspecified) | 1.7 | 4.6 | 1.2 | 15.7 | 6.7 | 0.7 | 0.4 | -2.4 | 0.0 | 1.1
Cc1ccccc1S(=O)(=O)Cc1ccc(C(=O)N2CCN(c3ccc(F)cc3)CC2)o1 | 8.5 | -10.2 | -5.1 | 10.8 | 13.5 | 0.1 | -14.2 | -8.1 | -1.0 | -3.4
COC(=O)c1ccccc1S(=O)(=O)N(Cc1cc2cc3c(cc2[nH]c1=O)OCO3)C1CCCCC1 | 6.7 | 6.0 | 0.5 | 27.9 | -11.3 | -0.3 | 22.2 | -4.4 | -3.3 | 10.5
Clc1ccc(NNc2ccnc3cc(Cl)ccc23)cc1 | -0.4 | 0.6 | -3.8 | -68.1 | -38.7 | -0.5 | -48.4 | -10.1 | -1.1 | 0.0
CCC(C(=O)NC1CCCC1)N(C(=O)c1snc(C(N)=O)c1N)c1ccc(OC)c(OC)c1 (stereo unspecified) | -4.2 | 19.1 | -0.6 | 13.7 | -14.5 | -0.4 | -16.6 | 1.7 | -1.5 | 3.4

Entries of single compounds, quoted from the list:
Record of CCn1c(SCC(=O)NC(C)(C)C)nc(O)cc1=O → HSP90 refold inh: 1.4; HSF1 activator: -2.1; GSK3A inh: 0.8; AI-2 QS mod: -9.5; aSyn 5UTR inh: 6.4; HIF act: -0.2; KLF5 inh: -10.7; HSF1 inhib: 5.4; GSK3beta inhib: 0.3; IEC-6 tox: 0.8
Record of Cc1ccccc1S(=O)(=O)Cc1ccc(C(=O)N2CCN(c3ccc(F)cc3)CC2)o1 → HSP90 refold inh: 8.5; HSF1 activator: -10.2; GSK3A inh: -5.1; AI-2 QS mod: 10.8; aSyn 5UTR inh: 13.5; HIF act: 0.1; KLF5 inh: -14.2; HSF1 inhib: -8.1; GSK3beta inhib: -1.0; IEC-6 tox: -3.4

Going on with the list.
SMILES | HSP90 refold inh | HSF1 activator | GSK3A inh | AI-2 QS mod | aSyn 5UTR inh | HIF act | KLF5 inh | HSF1 inhib | GSK3beta inhib | IEC-6 tox
COc1ccc(OCCC(=O)OCC(=O)NC(=O)NC2CCCCC2)cc1 | 1.4 | -6.8 | -5.1 | 17.3 | -0.7 | -0.4 | -29.2 | -12.9 | 0.3 | -7.6
O=C(COc1ccc(S(=O)(=O)NC2CCCCC2)cc1Cl)NCC1CCCO1 (stereo unspecified) | 4.5 | 5.5 | 1.5 | 7.2 | 14.3 | -0.2 | -7.5 | 4.9 | 2.3 | 4.9
Cc1ccccc1OCC1CN(CN2CCOCC2)C(=O)O1 (stereo unspecified) | -2.2 | 3.4 | 0.7 | 0.9 | 8.0 | 0.2 | -12.0 | -4.2 | 0.1 | 5.4
Cc1ccc(S(=O)(=O)Nn2c(O)c(C=C3N=c4ccccc4=N3)sc2=S)cc1 | 4.8 | 0.9 | -2.3 | -1.2 | -9.4 | 2.0 | -25.9 | 3.2 | -2.4 | 4.3
Cc1cccc(C2N(c3ccc(F)cc3)C(=O)C3CCCN32)c1 (stereo unspecified) | 0.6 | -5.1 | -1.1 | 17.0 | -10.0 | -0.3 | -15.2 | -2.3 | -1.4 | -4.0
CC(C)[C@H](NC(=O)c1ccco1)C(=O)OCC(=O)Nc1ccc(Cl)c(S(=O)(=O)N(C)C)c1 | -0.4 | 6.2 | 0.8 | 17.1 | 9.1 | -0.1 | -10.8 | 10.2 | 1.5 | -1.7
COc1ccc(C(=O)NCCNC(=O)c2cc(OCC(F)(F)F)ccc2OCC(F)(F)F)cc1 | 1.8 | -1.2 | 1.4 | 31.2 | 2.8 | 0.3 | -19.0 | -2.1 | 1.6 | -7.7
Cc1cc(C(=O)NCCN2CCCCC2C)n(-c2ccccc2)n1 (stereo unspecified) | 3.0 | 7.9 | -2.0 | 19.9 | 23.2 | -0.4 | -18.0 | 8.4 | -0.1 | 0.9
Cc1nc2ncnn2c(C)c1CCC(=O)Nc1csc(N)n1 | -1.9 | -3.2 | -1.4 | 14.2 | -16.9 | 0.2 | -3.1 | -5.8 | 2.3 | -2.7
